Screening results as filed in PubChem BioAssay.
PPARg SRC-3 ag = promotes SRC-3 coactivator recruitment by human PPARgamma; 200,000 tested, 0.26% active; AID 731; activation, % at 8 µM; P37231; biochemical PPARgamma/SRC-3 coactivator recruitment assay; in the data active means activation above about 23%;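 further: 0% = DMSO and 100% = reference agonist; some compounds past the cut are filed as inactive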
Target sequence (P37231 whole entry, looked up): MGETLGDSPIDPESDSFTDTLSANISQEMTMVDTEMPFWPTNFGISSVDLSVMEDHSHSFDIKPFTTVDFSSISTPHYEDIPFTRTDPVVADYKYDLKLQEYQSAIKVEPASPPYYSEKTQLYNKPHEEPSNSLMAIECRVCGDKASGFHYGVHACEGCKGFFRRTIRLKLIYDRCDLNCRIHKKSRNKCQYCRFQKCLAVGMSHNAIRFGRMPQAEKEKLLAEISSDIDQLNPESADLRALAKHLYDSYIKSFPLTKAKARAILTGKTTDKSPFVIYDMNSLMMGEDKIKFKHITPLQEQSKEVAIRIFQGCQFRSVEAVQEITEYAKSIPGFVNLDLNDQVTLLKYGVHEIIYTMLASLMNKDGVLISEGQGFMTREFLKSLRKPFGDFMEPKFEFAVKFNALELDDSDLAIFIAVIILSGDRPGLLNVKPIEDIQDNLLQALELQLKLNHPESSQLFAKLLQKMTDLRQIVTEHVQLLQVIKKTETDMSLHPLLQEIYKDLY
Efa HMGR inh = E. faecalis class II HMG-CoA reductase inhibition. purified E. faecalis HMGR, NADPH absorbance 340 nm kinetic. inhibition, % at 10 µM. 190,000 tested, 0.41% active. AID 1066;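 active means inhibition above a set limit, the median over all tested compounds plus 3 SD, cut at about 9.5% in these data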;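 further: enzyme runs in reverse so mevalonate oxidation gives rising NADPH absorbance; 0% = complete reaction with DMSO and 100% = background rate lacking mevalonate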
PPARg SRC-2 ag = agonists of SRC-2 recruitment by human PPARgamma; AID 1032; PPARgamma LBD-SRC-2 recruitment, biochemical; P37231; activation, % at 8 µM; 200,000 tested, 0.34% active; in the data active means activation above about 22%;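 further: 0% = vehicle and 100% = reference agonist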
TNAP inh hiacc = TNAP (human) inhibition, high acceptor | purified TNAP, CDP-star luminescence, 1 M DEA | inhibition, % at 20 µM | P05186 | 200,000 tested, 0.03% active | AID 1135;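 active means over 50% inhibition of tissue-nonspecific alkaline phosphatase at 20 µM in the single-dose screen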;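 further: plate controls were DMSO wells for no effect and EDTA-quenched wells as full inhibition for full effect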
Target sequence (P05186 whole entry, looked up): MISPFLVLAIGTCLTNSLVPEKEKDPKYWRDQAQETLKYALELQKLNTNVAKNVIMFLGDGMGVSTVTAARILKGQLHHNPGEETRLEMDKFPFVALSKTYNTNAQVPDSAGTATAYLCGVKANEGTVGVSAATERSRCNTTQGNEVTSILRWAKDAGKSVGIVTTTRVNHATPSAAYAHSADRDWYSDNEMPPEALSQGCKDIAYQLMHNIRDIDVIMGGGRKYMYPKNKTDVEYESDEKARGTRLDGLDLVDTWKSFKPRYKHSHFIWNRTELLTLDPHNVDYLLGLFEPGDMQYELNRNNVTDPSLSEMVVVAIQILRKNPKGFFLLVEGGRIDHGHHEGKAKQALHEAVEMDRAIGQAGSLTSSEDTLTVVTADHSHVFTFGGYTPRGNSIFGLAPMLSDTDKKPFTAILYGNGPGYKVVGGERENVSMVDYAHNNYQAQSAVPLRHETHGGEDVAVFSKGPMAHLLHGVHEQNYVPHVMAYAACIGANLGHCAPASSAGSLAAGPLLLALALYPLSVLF
bIAP inh = blocks bovine intestinal alkaline phosphatase activity; purified bovine IAP, CDP-star luminescence, 30 min; inhibition, % at 20 µM; 190,000 tested, under 10 active;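 active means over 50% inhibition of intestinal alkaline phosphatase at 20 µM in the single-dose screen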
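System: purified bovine intestinal alkaline phosphatase (IAP) enzyme; Input: IAP diluted 1/65,000,000 in the well; Measured by: CDP-star luminescence signal; Compound dosing: 20 µM single dose; Incubation: 30 min reaction at room temperature.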
bIAP act = intestinal alkaline phosphatase (bovine) activation; purified bovine IAP, CDP-star luminescence, 30 min; active compounds read high; fold of DMSO-control signal, blank-subtracted; activation factor at 20 µM; 200,000 tested, 0.17% active;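 active means activation factor of 2 or more at 20 µM, a signal rise over negative controls twice the positive control's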
TNAP act hiacc = increases human TNAP activity under high phosphate acceptor concentration. 200,000 tested, under 10 active. purified TNAP, CDP-star luminescence, 1 M DEA, 30 min; active compounds read high; 0 = EDTA background, 1 = DMSO-only activity. activation factor at 20 µM. P05186;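 active means activation factor at least 2 at 20 µM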
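Assay system: human TNAP; Input: enzyme diluted 1/800 final; Reagent: CDP-star luminogenic substrate at 100 µM final; Timing: 30 min, room temperature; Signal: luminescence; Evaluation: TNAP activation factor scaled between EDTA and DMSO control wells.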
SRC2 TRFRET art = TR-FRET artefact, counter-screen to PPARgamma/SRC-2 agonist assay | active compounds read high | TR-FRET ratio at 8 µM | 200,000 tested, 0.4% active | AID 1049; in the data active means TR-FRET ratio above about 2000; further: inactives centre near 1500
PPARg SRC-1 ag = PPARgamma-driven SRC-1 recruitment agonism; P37231; PPARgamma-SRC-1 coactivator recruitment biochemical assay; activation, % at 8 µM; 200,000 tested, 0.41% active; in the data active means activation above about 19%;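 further: 0% = DMSO and 100% = reference agonist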
TNAP inh no acc = inhibitors of human TNAP without phosphate acceptor; purified TNAP, CDP-star luminescence, 30 min; AID 1012; inhibition, % at 20 µM; 200,000 tested, 0.26% active;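 active means tissue-nonspecific alkaline phosphatase inhibition above about 50% at 20 µM in the single-dose screen, limit read from the data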;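 further: 0% = DMSO negative control and 100% = EDTA positive control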
Numbers without * were called inactive; x = no result given.

SMILES	PPARg SRC-3 ag	Efa HMGR inh	PPARg SRC-2 ag	TNAP inh hiacc	bIAP inh	bIAP act	TNAP act hiacc	SRC2 TRFRET art	PPARg SRC-1 ag	TNAP inh no acc
CCC(C)(C)NC(=O)C(c1ccc(C)cc1)N(Cc1cccnc1)C(=O)c1csnn1 (stereo not given)	9	0	17	0	4	1	1	1506	3	-4
CCOC(=O)c1c(-c2ccc(F)cc2)csc1NC(=O)CCN1C(=O)c2ccccc2C1=O	8	-7	8	0	-3	1	1	1465	-2	-1
CCNC(=S)N(Cc1cc2c(C)ccc(C)c2[nH]c1=O)C1CCCC1	-3	-2	-3	-3	-15	1.1	1	1450	-3	-4
CC(C)CCOc1cccc(OCC(=O)O)c1	-4	-1	-10	-4	4	1	1	1432	4	-11
CCC(CC)NC(=O)c1ccc(Cl)cc1	3	-5	8	0	10	0.9	1	1543	11	-15
CC(=O)N1CCN2C(=O)C1CCCC(=O)c1cc(C(C)C)ccc12 (stereo not given)	-4	3	-3	-5	8	0.9	1	1383	2	-7
COc1ccc(C[C@@H]2CN3C(=NC[C@@H]3C)N2C[C@H](C)NC(=O)CCC2CCCCC2)cc1	-3	3	-6	-4	-43	1.4	1	1383	3	-2
CCOC(=O)c1[nH]c(C)c(C(=O)OCC(=O)N(CC)C2CCS(=O)(=O)C2)c1C (stereo not given)	5	-3	13	-6	-10	1.1	1.1	1435	-6	-11
Cc1nnc(SCC(=O)N(Cc2ccccc2)C(C)(C)C)[nH]c1=O	5	-7	12	-1	8	0.9	1	1503	8	-7
CCCCc1sc(-c2c(C#N)c(N)nc3c2CCCCC3)cc1[N+](=O)[O-]	9	-3	5	-3	14	0.9	1	1586	3	6

Part of the list above, field by field:
compound: CC(C)CCOc1cccc(OCC(=O)O)c1
  PPARg SRC-3 ag: -4
  Efa HMGR inh: -1
  PPARg SRC-2 ag: -10
  TNAP inh hiacc: -4
  bIAP inh: 4
  bIAP act: 1
  TNAP act hiacc: 1
  SRC2 TRFRET art: 1432
  PPARg SRC-1 ag: 4
  TNAP inh no acc: -11

compound: CC(=O)N1CCN2C(=O)C1CCCC(=O)c1cc(C(C)C)ccc12 (stereo not given)
  PPARg SRC-3 ag: -4
  Efa HMGR inh: 3
  PPARg SRC-2 ag: -3
  TNAP inh hiacc: -5
  bIAP inh: 8
  bIAP act: 0.9
  TNAP act hiacc: 1
  SRC2 TRFRET art: 1383
  PPARg SRC-1 ag: 2
  TNAP inh no acc: -7

compound: CCOC(=O)c1c(-c2ccc(F)cc2)csc1NC(=O)CCN1C(=O)c2ccccc2C1=O
  PPARg SRC-3 ag: 8
  Efa HMGR inh: -7
  PPARg SRC-2 ag: 8
  TNAP inh hiacc: 0
  bIAP inh: -3
  bIAP act: 1
  TNAP act hiacc: 1
  SRC2 TRFRET art: 1465
  PPARg SRC-1 ag: -2
  TNAP inh no acc: -1

Continued.
SMILES	PPARg SRC-3 ag	Efa HMGR inh	PPARg SRC-2 ag	TNAP inh hiacc	bIAP inh	bIAP act	TNAP act hiacc	SRC2 TRFRET art	PPARg SRC-1 ag	TNAP inh no acc
O=C1Cc2ccccc2N1c1ccccc1	-5	2	-2	-2	-4	1	1	1286	4	-7
COC(=O)N/N=C/c1ccc(-c2ccc(Cl)c(Cl)c2)o1	10	-4	8	0	23	0.8	1	1596	1	-6
Cc1cccc(C)c1NC(=O)C1(N(Cc2ccco2)C(=O)c2ccccn2)CCCC1	-7	-3	1	-4	-10	1.1	1	1579	-4	-2
O=C(NC1CCCCC1)c1ccc(Br)o1	-1	-2	1	-10	10	0.9	1.1	1718	-5	-15
C=CCNC(=S)NNC(=O)c1csc(C)c1C	-5	-2	-6	4	-1	1	1	1530	2	-149
Cc1ccc(-n2c(=O)[nH]c3c(oc4ccccc43)c2=O)cc1	2	-1	1	-4	3	1	1	1587	-6	-12
O=C(Nc1ccccc1C(=O)OC1CCOC1=O)c1ccco1 (stereo not given)	2	0	3	-5	10	0.9	1.1	1537	10	-4
O=C(NCc1cccnc1)C1CC(=O)N(c2ccc(Cl)cc2)C1 (stereo not given)	-12	-1	-1	6	13	0.9	0.9	1473	-2	-3
CN1C(=O)NC(NC(=O)c2ccco2)(C(F)(F)F)C1=O (stereo not given)	-2	2	-2	-2	9	0.9	1	1569	5	5
Cc1cccc(N(C(=O)Cn2nnc3ccccc32)C(C(=O)NC(C)(C)C)c2ccsc2)c1C (stereo not given)	-5	0	-9	1	-3	1	1	1687	8	-4
CC(O)CNc1nc2ccccc2n1CC(=O)N1CCN(Cc2ccccc2)CC1 (stereo not given)	-2	-1	2	-2	-17	1.2	1	1468	1	-6
O=c1cc(-c2ccco2)oc2c1ccc1ccccc12	4	-1	8	-6	5	1	1.1	1432	4	-2
Nc1ncnc(NCc2ccccc2)c1[N+](=O)[O-]	5	6	3	-4	7	0.9	1	1540	6	-5
Cc1nnc(SCc2ccc(Cl)cc2)nc1/C=C/N(C)C	6	-12	13	7	-3	1	0.9	1416	15	-3
Cc1oc2c(C)c(O)ccc2c(=O)c1-c1cnn(-c2ccccc2)c1	6	-9	-2	-4	3	1	1	1511	5	-3
CCCc1cc(=O)n2[nH]c(C(F)(F)F)nc2n1	1	-2	5	-4	7	0.9	1	1572	-4	-8
C1=C(c2ccc(-c3ccccc3)cc2)Nc2ncnn2C1c1ccco1 (stereo not given)	-2	-2	2	-4	12	0.9	1	1469	2	-15
Cc1ccc2oc(=O)c3cnn(CC(=O)Nc4cc(-c5cccc(F)c5)no4)c3c2c1	3	-4	6	-3	19	0.8	1	1336	7	-1
O=C(Nc1ccccn1)c1ccc(COc2ccccc2Cl)o1	10	-4	8	-1	12	0.9	1	1476	5	-10
Cc1cc(N=NC(=O)c2ccccc2O)c2ccccc2c1O	4	6	7	24	31	0.7	0.8	1501	0	19
O=C(COC(=O)Cc1ccc(Br)cc1)Nc1c(F)c(F)c(F)c(F)c1F	3	-3	9	-4	10	0.9	1	1517	1	-8
Cc1ccc(C)c(NC(=S)Nc2cccnc2)c1	1	-3	2	-3	11	0.9	1	1687	1	-6
NS(=O)(=O)c1cc2c(cc1Cl)NC(CSCc1ccccc1)=NS2(=O)=O	0	2	1	16	10	0.9	0.8	1444	5	8
N/C(=N/OCC(=O)Nc1cccc2ccccc12)c1nonc1N	-1	-9	-7	-4	8	0.9	1	1417	-4	-9
Cc1ccc2cc3cc(C(=O)NCc4ccco4)oc3nc2c1	6	-3	1	-3	4	1	1	1708	7	-8
COCc1c(C(=O)N/N=C/C2CC=CCC2)nnn1-c1nonc1N (stereo not given)	-1	-1	1	-2	1	1	1	1659	2	1
Oc1ccc(/C=N/Nc2nccnc2Cl)cc1	-4	-3	3	-1	13	0.9	1	1577	6	-15
CN(C)c1nc(=S)nc(NCc2ccccc2)[nH]1	-1	4	2	-3	39	0.6	1	1533	3	-2
O=C(CS(=O)(=O)c1c[nH]c2ccccc12)N1CCCCCC1	3	2	-2	3	-11	1.1	1	1589	-4	-3
CCOC(=O)N1CCN(C(=O)/C(=C/c2ccc(Cl)cc2)NC(=O)c2ccccc2)CC1	0	-6	8	-7	-6	1.1	1.1	1678	3	-1
Cc1ccc(C(=O)Nc2ccc(Br)cc2)cc1S(=O)(=O)Nc1ccccn1	-4	-1	4	0	20	0.8	1	1526	0	0
Cc1nn(C2CCS(=O)(=O)C2)c(Cl)c1/C=C/C(=O)OCC(=O)Nc1ccc2c(c1)OCO2 (stereo not given)	8	-1	4	-1	-20	1.2	1	1717	8	-3
Cc1c(Cc2ccccc2)c(=O)oc2cc(O)cc(O)c12	11	-11	11	2	3	1	1	1699	9	-9
Cc1ccc(C)c(Cn2c(=O)c3c(nc4n3CCN4Cc3ccco3)n(C)c2=O)c1	-5	-3	-2	-3	8	0.9	1	1341	6	-2
CCC(C)Sc1nc2c(cnn2-c2ccc(C)c(C)c2)c(=O)[nH]1 (stereo not given)	2	-2	6	2	1	1	1	1315	-2	-9
CCN1CCN(C(c2nnnn2Cc2ccc3c(c2)OCO3)C(C)C)CC1 (stereo not given)	-2	-4	2	-2	1	1	1	1299	1	-9
CCOC(=O)C1=C(C)NC2=C(C(=O)CCC2)C1c1coc2ccccc2c1=O (stereo not given)	-5	-7	-6	2	-5	1	1	1371	4	-8
COc1ccc(/C=C/C(=O)NC(=S)NNC(=O)c2c(-c3ccccc3)noc2C)cc1	2	2	-3	-3	4	1	1	1516	-4	-37
O=C(c1cc(=O)c2ccccc2o1)N1CCN(c2ccccc2F)CC1	4	-3	9	3	2	1	1	1654	-1	14
O=S(=O)(c1ccc(Oc2ccc(Br)cc2)cc1)N1CCOCC1	-2	0	1	-5	-4	1	1	1587	-5	2
N#CCCn1c(SCC(=O)Nc2ccc(N3CCOCC3)cc2)nc2ccccc21	9	-1	0	-6	-7	1.1	1.1	1604	10	-20
O=C(CN1c2cccc3cccc(c23)S1(=O)=O)Nc1cccc(S(=O)(=O)N2CCOCC2)c1	4	3	-3	-6	4	1	1.1	1554	0	-7
O=C1NC(c2cc3c(cc2Cl)OCO3)Oc2ccccc21 (stereo not given)	-6	6	2	-5	14	0.9	1	1494	2	-8
Cc1ccc(C)c(NC(=O)c2ccc(OC(=O)c3ccco3)cc2)c1	-9	0	7	-2	8	0.9	1	1546	2	-15
CCOC(=O)C1CCN(c2nc(-c3ccc(C)cc3)nc3ccccc23)CC1	-1	-4	6	2	4	1	1	1765	2	-3
O=C1c2ccccc2C(=O)N1c1cccc(-c2csc(Nc3ccc4c(c3)OCO4)n2)c1	12	-10	26*	3	-36	1.4	1	1630	19	-7
O=C1C(Oc2ccccc2)C(c2cccs2)N1Cc1ccc2c(c1)OCO2 (stereo not given)	2	x	4	-4	0	1	1	1625	5	-8
O=C(Nc1ccc(F)cc1)C1CCC(N2C(=O)c3ccccc3C2=O)CC1 (stereo not given)	-5	-2	1	0	0	1	1	1481	2	-1
O=C(Nc1cccc(Cl)c1)c1ccncc1	12	2	-3	-6	5	1	1.1	1697	2	-12
Cc1nc(-c2cccnc2)sc1C(=O)Nc1cccc(C(F)(F)F)c1	10	-1	1	-4	3	1	1	1825	2	-9
Going on with the list.
SMILES	PPARg SRC-3 ag	Efa HMGR inh	PPARg SRC-2 ag	TNAP inh hiacc	bIAP inh	bIAP act	TNAP act hiacc	SRC2 TRFRET art	PPARg SRC-1 ag	TNAP inh no acc
CCOC(=O)Cc1cc(=O)n2[nH]c(-c3ccc(Cl)cc3)cc2n1	5	-7	4	-4	1	1	1	1587	2	10
O=C(NCCCn1ccnc1)/C(=C\c1cccnc1)NC(=O)c1cccc(Br)c1	-4	-5	4	1	0	1	1	1488	-8	2
CC(=O)c1c(C)n(-c2ccccc2)c2ccc(OCC(O)CN3CCOCC3)cc12 (stereo not given)	0	-11	8	0	18	0.8	1	1461	1	-10
CCN(CCO)Cc1csc2c(Br)cccc12	4	3	-3	-6	3	1	1.1	1533	17	-13
CCCNC(=O)Cn1cnc2sc(C(=O)NCCN(CC)CC)c(C)c2c1=O	11	-6	7	-3	-7	1.1	1	1363	0	-2
CC1=C(C(=O)OCc2ccccc2)C(c2ccsc2)NC(=O)N1C (stereo not given)	-2	2	-11	-4	12	0.9	1	1455	-2	-8
Cn1cnc(S(=O)(=O)Nc2ccc(C(F)(F)F)cc2)c1	12	-1	4	-4	9	0.9	1	1817	0	-15
Cc1ccc(-c2cc(C(=O)NCc3ccccn3)c3ccccc3n2)cc1C	4	-5	5	-2	7	0.9	1	1502	3	-2
Cc1occc1C(=O)Nc1cccc(Cn2cccn2)c1	-1	-2	2	-2	11	0.9	1	1416	2	2
